# D1 agonist: human D1 receptor agonism. P21728. HEK293 T-REx D1 cells, calcium flux, agonist mode. activation, % at 2 µM. actives 1% (n = 360,000); in the data active = activation above about 30%; note: 0% is about no effect
# Target sequence (P21728 whole entry, looked up): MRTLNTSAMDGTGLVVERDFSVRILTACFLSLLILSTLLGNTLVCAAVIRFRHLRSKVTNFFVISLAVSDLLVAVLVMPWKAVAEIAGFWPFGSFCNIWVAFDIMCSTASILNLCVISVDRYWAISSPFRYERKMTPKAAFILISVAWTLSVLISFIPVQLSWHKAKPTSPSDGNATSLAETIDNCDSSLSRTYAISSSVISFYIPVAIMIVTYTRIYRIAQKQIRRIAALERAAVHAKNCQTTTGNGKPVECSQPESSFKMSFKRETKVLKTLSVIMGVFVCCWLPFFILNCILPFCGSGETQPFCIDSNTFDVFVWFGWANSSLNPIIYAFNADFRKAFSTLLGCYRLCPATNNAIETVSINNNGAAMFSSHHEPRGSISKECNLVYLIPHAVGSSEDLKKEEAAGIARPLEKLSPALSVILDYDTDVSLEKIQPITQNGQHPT
#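 Agonism was scored from calcium flux recorded over 180 s (1 read/s) after pintool compound addition, following a 10-cycle baseline. Cells were inducible force-coupled HEK293 TREx D1, plated overnight at 30 C and loaded with no-wash calcium dye.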
# RXFP1 ag: agonists of human relaxin receptor RXFP1 | Q9HBX9 | HEK293T-RXFP1 cAMP TR-FRET, 30 min; response scale: percent of porcine relaxin response, buffer zero | Potency, µM (top dose mostly 57.5 µM), without a hit: top-dose activation, actives largely listed as activators | actives 0.3% (n = 370,000); note: potency is the fitted concentration of half-maximal effect; % is set by controls: 0 for no effect and ±100 for the full control effect; nearly all actives have a fitted effect of over 60% in size; many of its hits are not listed in these tables
#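 HEK293 cells stably expressing RXFP1, treated 30 min at 37C with compounds plus PDE4 inhibitor Ro 20174; cAMP measured by HTRF TR-FRET. Normalized to buffer and 29 nM porcine relaxin; EC50 by Hill fit.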
# Glioma ERSR ind: induces the endoplasmic reticulum stress response in human glioma cells | Potency, µM, for the others: at the top dose activation, actives largely listed as activators | U87-MG GRP78 promoter luciferase reporter, 16 h | actives 0.02% (n = 420,000); note: potency is the fitted concentration of half-maximal effect; series mostly up to about 76 µM; % of control where 0% means no effect; nearly all actives have a fitted effect of over 35% in size
#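 Stably transfected U87-MG human glioma cells carrying a GRP78-based luminescent sensor were seeded at 1000 cells/well, pin-dosed with compounds and incubated 16 h. Luciferase reagent was then added, and end-point luminescence was read after 10 min at room temperature.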
# D1 antag: human D1 dopamine receptor antagonism; actives 3.2% (n = 360,000); HEK293 TREx D1 cells, calcium flux, dopamine EC80; stronger effect = lower value; activity change, negative = inhibition, % at 10 µM; P21728; in the data active = activity change below about -30%; note: % is set by controls: 0 for no effect and ±100 for the full control effect
#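 Using tetracycline-induced force-coupled D1 Hek293 cells and a calcium dye, signals were followed for 180 s after compound, then for 180 s after EC80 dopamine, to detect inhibitors.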
# Vif-A3G inh: blocks the Vif interaction with human APOBEC3G | HeLa A3G-eYFP + Vif (tagged APOBEC3G with the HIV-1 protein that degrades it), YFP fluorescence, overnight | Potency, µM (doses to about 46.1 µM), for the others: at the highest dose activity, negative = active, actives largely listed as inhibitors | actives 0.076% (n = 410,000);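 note: potency is the fitted concentration of half-maximal effect; % is set by controls: 0 for no effect and ±100 for the full control effect; nearly all actives have a fitted effect of over 60% in size; hits raise eYFP signal because A3G escapes Vif-driven loss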
# Target sequence (Q9HC16 whole entry, looked up): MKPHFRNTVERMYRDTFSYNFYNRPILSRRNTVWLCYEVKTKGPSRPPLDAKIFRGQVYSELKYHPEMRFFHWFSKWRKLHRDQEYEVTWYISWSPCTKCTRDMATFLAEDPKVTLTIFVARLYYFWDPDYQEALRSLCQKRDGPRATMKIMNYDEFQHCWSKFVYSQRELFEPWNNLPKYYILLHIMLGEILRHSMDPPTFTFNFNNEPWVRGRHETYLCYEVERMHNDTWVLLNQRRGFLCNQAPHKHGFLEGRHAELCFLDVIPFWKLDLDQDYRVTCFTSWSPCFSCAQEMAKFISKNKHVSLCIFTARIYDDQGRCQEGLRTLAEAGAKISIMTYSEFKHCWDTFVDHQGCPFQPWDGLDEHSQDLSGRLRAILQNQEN
#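 Read-out is eYFP fluorescence (Ex 488/Em 500-530) from Vif-expressing HeLa A3G-eYFP cells; more signal means A3G escaped Vif-mediated degradation. Cells plated overnight, compound pinned in, incubated overnight at 37 deg C.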
# D2 PAM: D2 dopamine receptor (human) potentiation. HEK293 T-REx D2, calcium flux, EC20 dopamine potentiation. potentiation, % at 10 µM. actives 0.34% (n = 340,000). AID 485347;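 active = potentiation over 3 SD above the plate norm, cut at about 30% in these data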; note: 0% is about no effect
#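 Using a no-wash calcium dye in inducible, force-coupled HEK293 Trex cells expressing D2, we tracked fluorescence each second for 180 s after compound, then for 180 s after EC20 dopamine to detect augmented signalling.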
# D1 potentiator: enhances dopamine response at the human D1 receptor. potentiation, % at 10 µM. HEK293 TREx D1 cells, calcium flux, dopamine EC20 potentiation. P21728. actives 0.036% (n = 360,000); in the data active = potentiation above about 30%; note: 0% is about no effect
# Vif-APOBEC3F blk: Vif-A3F binding inhibition | AID 602313 | Potency, µM (series often up to 46.1 µM), inactives show at the highest dose activity, negative = active | actives 0.2% (n = 390,000) | HeLa A3F-eYFP + Vif (tagged APOBEC3F with the HIV-1 protein that degrades it), YFP fluorescence increase; note: potency is the fitted concentration of half-maximal effect; % of control where 0% means no effect; nearly all actives have a fitted effect of over 65% in size
#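 Fluorescence increase (Ex 488/Em 500-530) after overnight compound treatment at 37 deg C flags inhibition of Vif-driven A3F-eYFP loss in stable HeLa A3F-eYFP/Vif cells seeded overnight beforehand.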
# RXFP1 antagonist: RXFP1 (human) relaxin receptor antagonism; Q9HBX9; actives 0.59% (n = 350,000); activity change, negative = inhibition, % at 57.5 µM; HEK293-RXFP1, relaxin-stimulated cAMP HTRF, 30 min; stronger effect = lower value; AID 1259400;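 active = activity change of -60% or lower, but not beyond a set lower limit; inconclusive = change between -60% and -40%, or beyond the set limit; inactive = change above -40%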; note: % is set by controls: 0 for no effect and ±100 for the full control effect
# * = called active by the depositor; ? = inconclusive; / = no result given. Unless noted, calls come from the whole dose curve; as a rule, active = well fitted curve in the direction sought with a large enough effect; inconclusive = small, poorly fitted or top-dose-only effect, or another doubt; inactive = no such curve, though single readings can be large; an effect the other way counts as inactive or inconclusive. Only part of the results is shown; rates above refer to the full screens.
structure	D1 agonist	RXFP1 ag	Glioma ERSR ind	D1 antag	Vif-A3G inh	D2 PAM	D1 potentiator	Vif-APOBEC3F blk	RXFP1 antagonist
CCCS(=O)(=O)c1ncc(Cl)c(C(=O)N(Cc2ccccc2)Cc2ccco2)n1	1	-2.1%	-11%	-43*	?	-10	-3	2%	?
C=CCS(=O)(=O)N1CCCC(N(C)CCc2ccc(OC)c(OC)c2)C1 (stereo not given)	-1	0.5%	-6%	6	-1%	1	-7	2%	8
Cc1ccc(C(=O)N2CCN(c3ccccc3)CC2)cc1S(=O)(=O)N1CCOCC1	6	-0.1%	1%	-3	-3%	5	-1	-7%	-15
Cc1cccc(NC(=O)/C(C#N)=C\c2ccc(C(=O)O)cc2)c1	3	1.0%	-2%	-19	-7%	7	-5	1%	-30
Cc1cc(C)c2nc3sc(C(=O)N4CCOCC4)c(N)c3cc2c1	38*	-2.2%	-11%	0	?	6	5	?	6
CCOc1ccccc1N1CCN(S(=O)(=O)c2cc(C)ccc2OC)CC1	8	1.1%	-4%	-11	1%	20	-1	-2%	?
CSC1=NC2(CCN(C(=O)NC3CCCCC3)CC2)N=C1c1ccc(C(C)(C)C)cc1	2	1.1%	-3%	14	-3%	1	-3	-3%	-8
CCN(CC)S(=O)(=O)c1cccc(NC(=O)C2SC(=Nc3ccc(C)cc3C)C(C(=O)NCC3CCCO3)=C2N)c1 (stereo not given)	-3	-2.6%	-5%	-10	-1%	-8	-9	-7%	-15
CC(Sc1nc2ccccc2c(=O)n1CCCN1CCOCC1)C(=O)N1CCc2ccccc21 (stereo not given)	/	/	-3%	/	-2%	/	/	1%	-5
C=CCNC(=O)NC(=O)COC(=O)CNS(=O)(=O)c1ccc(F)c(F)c1F	-3	-1.6%	-1%	32	1%	0	-2	-5%	-1
COc1ccccc1N1CCN(C(=O)Cc2c(C(=O)O)c(C)cn2C)CC1	1	2.5%	-2%	-4	1%	0	-2	-16%	-4
COc1ccccc1C(=O)Oc1cc(C)[nH]c(=O)c1[N+](=O)[O-]	-2	-2.8%	-10%	19	0%	3	0	?	4
Cc1ccc2cccc(SCC(=O)NCC#N)c2n1	4	1.3%	-1%	16	0%	-1	5	?	-1
CCn1c(=O)cc(OCC(=O)N2CCN(c3cccc(Cl)c3)CC2)c2ccccc21	-1	1.2%	0%	-8	-23%	-5	0	-3%	/
Cc1cc(NS(=O)(=O)c2cccc([N+](=O)[O-])c2)no1	2	1.3%	-2%	-6	-2%	-1	2	2%	7
Cc1nc(SCC(=O)NC2CCCC2)c2oc3ccccc3c2n1	/	/	-4%	/	-1%	/	/	-1%	2
CCN(CC)CCN1C(=O)C2C3c4ccccc4C(c4ccccc43)C2C1=O (stereo not given)	6	0.7%	-3%	5	-1%	12	-1	-10%	2
Oc1c(C(Nc2ccccn2)c2cccnc2)cc(Cl)c2cccnc12 (stereo not given)	7	2.0%	-4%	-3	-29%	1	5	-8%	-39
COc1cc(OC)cc(C(=O)NC(=S)Nc2ccc(N3CCCC3)cc2)c1	0	1.6%	-5%	-35*	1%	10	-5	-4%	-4
O=S(=O)(c1ccc(SCCO)nc1)N1CCCC1	2	0.4%	-3%	17	5%	49*	3	4%	0
CN1C(=O)NC2(O)C(=O)c3ccccc3C12O (stereo not given)	1	3.0%	-3%	-23	0%	10	2	-1%	4
O=C(NS(=O)(=O)c1ccccc1)c1ccccc1F	2	-1.9%	-2%	-3	0%	/	-1	-6%	-4
Cc1ccc(S(=O)(=O)N2CCN(C(=O)C(C)Cn3cncn3)CC2)cc1C (stereo not given)	-4	3.3%	-4%	7	0%	-4	-2	4%	-6
NS(=O)(=O)c1ccc(CCNC(=O)c2ccc3c(c2)OCO3)cc1	5	0.3%	-5%	3	0%	11	-7	-2%	5
CCS(=O)(=O)Nc1cccc(C2=NN(S(=O)(=O)c3ccccc3)C(c3ccco3)C2)c1 (stereo not given)	5	-0.3%	-7%	15	-5%	1	-3	-18%	-8
CC(C)(C)C(=O)NC(=C(Cl)Cl)P(=O)(O)O	3	-0.6%	1%	-14	1%	3	3	-2%	-8
CCCn1c(N)c(N2CCCCC2)c(=O)n(CC(=O)Nc2ccc(C(C)=O)cc2)c1=O	/	/	-3%	/	3%	/	/	5%	-20
Cn1cc(S(=O)(=O)CC(=O)Nc2ccc(Br)cc2)c2ccccc21	-1	0.0%	-3%	0	-7%	-13	/	3%	/
O=C(c1ccco1)N1CCN(Cc2ccccc2F)CC1	8	1.1%	-1%	-4	-5%	-23	12	0%	7
Cc1ccc(NC(=O)c2sc(N)nc2-c2ccc([N+](=O)[O-])cc2)cc1C	1	0.1%	-5%	-2	1%	-11	0	-17%	10
CCCc1nnc(NC(=O)CCC(=O)NCc2ccc(OC)cc2)s1	1	-5.5%	-7%	-8	-4%	9	-11	-3%	2
C=CCOC(=O)C1=C[C@@H](c2ccccc2)[C@H](CCCO)[C@@H](OCC)O1	-5	4.5%	-4%	16	?	10	-1	1%	/
OC12CC3C[C@H](C1)C(N1CCOCC1)[C@@H](C3)C2 (stereo not given in full)	1	0.0%	-3%	13	0%	14	-5	7%	0
COCc1nnc(NC(=O)CCCOc2ccccc2)s1	-2	0.6%	-4%	4	-4%	-9	4	3%	2
COc1ccc(OC)c(CN2CCC(C(=O)N(C)CCc3ccc(OC)c(OC)c3)CC2)c1	3	-2.1%	-1%	-16	1%	9	-6	1%	-2
CC(C)c1ccc(/C=C/C(=O)Nc2nc3ccc([N+](=O)[O-])cc3s2)cc1	-1	-1.3%	-1%	6	-4%	-3	-4	-1%	-1
CCOCCCNC(=O)C1CCCN1C(=O)NC1CCCCC1 (stereo not given)	2	0.0%	-5%	0	0%	-4	0	0%	2
CC(C)(Oc1ccc(Cl)cc1)C(=O)Nc1cccc(-c2cn3cccnc3n2)c1	1	5.6%	-5%	2	-3%	3	-2	-3%	-1
COc1ccc(Cn2cccc(NC(=O)Nc3cccc(OC)c3)c2=O)cc1	3	0.0%	-4%	-9	-8%	1	-3	-13%	4
CN(C)/C=N/NC(=O)C1Cc2c(ccc3ccccc23)O1 (stereo not given)	3	0.5%	0%	6	0%	6	5	0%	0
CC(=O)Oc1ccc2ccc(=O)oc2c1	-4	16%	-3%	-4	-1%	8	-2	4%	/
O=C(c1cc(-c2cccc(O)c2)on1)N1CCc2ccccc2C1	2	0.1%	-2%	-20	2%	7	-4	3%	/
Cc1cc(C)cc(NC(=O)N2CCC(C(N)=O)(N3CCCCC3)CC2)c1	2	-1.6%	-3%	-8	-2%	-2	-1	0%	7
Cc1ccc(C)c(CN2C(=O)c3ccccc3S(=O)(=O)c3ccc(C(=O)N4CCCCCC4)cc32)c1	6	-2.8%	/	7	/	1	0	/	-6
CC1CCc2c(sc3nc(CN4CCOCC4)nc(NS(=O)(=O)c4cccc([N+](=O)[O-])c4)c23)C1 (stereo not given)	-1	3.2%	-3%	-9	-7%	0	-3	-2%	-15
COc1ccc(C(=O)c2sc3nc(-c4ccc(OC)cc4)ccc3c2N)cc1	61*	4.2%	1%	-8	-15%	7	-6	?	-5
O=C(CNC(=O)c1ccccc1)OCc1cc(=O)n2nc(C3CC3)sc2n1	1	17%	-1%	-16	4%	-5	1	7%	/
c1ccc(-c2nnc(CN3CCCc4ccccc43)o2)cc1	5	0.4%	6%	-10	-12%	2	0	4%	-3
Cc1ccc(-c2csc3ncnc(SCc4ccc(C(=O)O)cc4)c23)cc1	8	-1.0%	-2%	-6	-5%	5	6	7%	-30
CCC(=C(c1ccc(OC)cc1)c1ccc(OC)cc1)c1cn(CC(O)CN(CCO)CCO)c2ccccc12 (stereo not given)	4	-1.0%	-6%	1	11%	-1	1	3%	2
Cc1cccc(-n2ncc(C(=O)NC3CCCC3)c2C2CCN(C(=O)OC(C)(C)C)CC2)c1	-1	0.8%	1%	-12	-8%	-10	-2	-7%	8
Cc1ccc(S(=O)(=O)N2CCCCC2)cc1NC(=O)Cn1cnnn1	3	1.1%	-5%	26	3%	2	-3	2%	-2
Cc1ccc(-c2noc(CN(C)C(=O)Nc3ccc(F)cc3)n2)cc1	5	-0.2%	-7%	-16	0%	2	-5	2%	-11
CCN(CC)C(=O)CSc1nc2ccccc2c(=O)n1CCC(=O)N1CCN(c2ccccc2)CC1	0	0.4%	-4%	2	3%	/	1	10%	-13
CN1CCN(C(=O)c2ccc(Oc3ccc([N+](=O)[O-])cc3)cc2)CC1	11	-1.6%	2%	-6	1%	0	-3	3%	-8
COc1ccc(NC(=O)CCS(=O)(=O)c2nc(-c3ccc4c(c3)OCO4)cc(C(F)(F)F)n2)cc1	1	11%	-11%	-20	?	6	0	4%	?
O=C1OCCC1Sc1nnc(-c2ccc(O)cc2)o1 (stereo not given)	19	0.1%	-15%	12	5%	10	-1	2%	-11
O=C(CC(C(=O)O)c1ccc(F)cc1)c1ccc(Cl)cc1 (stereo not given)	1	-2.0%	-4%	-11	-1%	5	2	-1%	-4
COC(=O)c1ccc2c(c1)C(C)(C)C(/C=C/c1ccc(OC)c(OC)c1OC)=[N+]2C	5	1.4%	-18%	-2	?	19	-7	-1%	?

# Whole records, quoted from the list. Order of screens: D1 agonist, RXFP1 ag, Glioma ERSR ind, D1 antag, Vif-A3G inh, D2 PAM, D1 potentiator, Vif-APOBEC3F blk, RXFP1 antagonist
# Results for O=C(CC(C(=O)O)c1ccc(F)cc1)c1ccc(Cl)cc1 (stereo not given) : 1, -2.0%, -4%, -11, -1%, 5, 2, -1%, -4
# Results for CC1CCc2c(sc3nc(CN4CCOCC4)nc(NS(=O)(=O)c4cccc([N+](=O)[O-])c4)c23)C1 (stereo not given) : -1, 3.2%, -3%, -9, -7%, 0, -3, -2%, -15
# Results for CC(=O)Oc1ccc2ccc(=O)oc2c1 : -4, 16%, -3%, -4, -1%, 8, -2, 4%, /

# Screens from PubChem BioAssay.
